# NS5 inhibitors: flavivirus cap methylation enzyme inhibition – biochemical, confirmation dose response, primary screen (AID 588689). inhibition, % at 25 µM, or IC50 in µM where a hit was titrated. hit rate 0.3% among 340,000. Dengue-2 NS5 methyltransferase capping enzyme assay, biochemical; higher % means a stronger effect; in the data active = a potency from the dose series; inconclusive = inhibition above about 29% without an active follow-up result
# AID2073: inhibitors of Mint1-CaV2.2 protein interaction, biochemical, HTRF (AID 2073); inhibition, % at 20 µM; hits with a dose series show IC50 in µM; hit rate 0.19% among 290,000; HTRF protein-protein interaction, Mint1-CaV2.2; higher % means a stronger effect; in the data active = inhibition mostly above about 51%, no sharp cut-off; inconclusive = no clear call, values can overlap the other calls; inactive = mostly below about 53%; also: some results filed as inactive read as strong as hits
# GPR55 activation: selective activators of receptor GPR55 – imaging, U2OS cells, beta-arrestin-GFP redistribution, primary screen (AID 1961). hit rate 0.048% among 290,000. U2OS GPR55 beta-arrestin-GFP redistribution imaging; higher % means a stronger effect. one-dose activation, % at 10 µM; EC50 in µM for titrated hits;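 active = activation above 40% with more than 50 cells counted in the well; inconclusive = wells holding fewer than 50 cells, flagged as toxic or sparse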;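 also: U2OS osteosarcoma cells stably expressing GPR55 and beta-arrestin-GFP; plate controls were DMSO negative control for no effect and LPI positive control for full effect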
# NTR1 agonist: NTR1-driven beta-arrestin-GFP spot formation – imaging, U2OS cells, high content, primary screen (AID 493036); P30989; agonist mode; activation, % at 20 µM; hit rate 0.17% among 330,000;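 active = activation at or above 40% of the spot to cytoplasm intensity ratio, with at least 20 cells analyzed; inconclusive = wells under 20 cells, flagged as cytotoxic or low count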;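 also: 0% = DMSO without peptide and 100% = 100 nM NTR1 peptide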
# Target sequence (P30989 whole entry, looked up): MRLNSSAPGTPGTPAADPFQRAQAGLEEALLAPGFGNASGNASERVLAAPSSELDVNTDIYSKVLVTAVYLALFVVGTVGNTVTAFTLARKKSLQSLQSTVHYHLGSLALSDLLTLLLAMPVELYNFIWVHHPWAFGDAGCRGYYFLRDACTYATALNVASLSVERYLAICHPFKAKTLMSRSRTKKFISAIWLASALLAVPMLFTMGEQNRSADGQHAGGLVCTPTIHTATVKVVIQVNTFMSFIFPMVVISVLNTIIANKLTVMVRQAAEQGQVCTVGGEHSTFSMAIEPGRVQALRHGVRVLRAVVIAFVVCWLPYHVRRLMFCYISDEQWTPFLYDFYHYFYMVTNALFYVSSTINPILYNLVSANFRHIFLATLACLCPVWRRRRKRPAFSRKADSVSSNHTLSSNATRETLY
# HIV peptide binding: cell-free HIV fusion peptide-binding blockers – biochemical, uHTS, fluorescence dequenching, primary screen (AID 1986); cell-free peptide binding, fluorescence dequenching, 30 min; higher % means a stronger effect; inhibition, % at 20 µM, or IC50 in µM where a hit was titrated; hit rate 0.3% among 290,000; in the data active = inhibition mostly above about 52%, no sharp cut-off; inactive = mostly below about 76%; also: some results filed as inactive read as strong as hits
# GPR55 antagonists: GPR55 antagonists blocking LPI-driven arrestin recruitment, primary screen, imaging, U2OS, beta-arrestin-GFP, LPI agonist (AID 2013); U2OS GPR55 beta-arrestin-GFP translocation imaging, LPI antagonism; higher % means a stronger effect; inhibition, % at 10 µM; hits with a dose series show IC50 in µM; hit rate 0.13% among 290,000;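 active = spots per cell inhibited over 60%, with over 100 cells counted and total cytoplasm intensity under 500,000; inconclusive = wells with under 100 cells, flagged as likely toxic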;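 also: U2OS cells stably carrying GPR55 and arrestin-GFP stimulated by 5 µM LPI near EC80; imaged beta-arrestin-GFP aggregate spots per cell after agonist stimulation; plate controls were LPI-stimulated DMSO wells for no effect and DMSO wells without LPI for full effect; some results filed as inactive read as strong as hits; confirmed hits need IC50 under 10 µM and bright autofluorescent wells are also inconclusive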
# GPR35 arrestin U2OS: inhibition of zaprinast-stimulated GPR35 beta-arrestin translocation – imaging, U2OS, beta-arrestin-GFP, zaprinast agonist, primary screen (AID 2058) | U2OS GPR35 beta-arrestin-GFP translocation imaging, zaprinast antagonism; higher % means a stronger effect | inhibition, % at 10 µM, or IC50 in µM where a hit was titrated | hit rate 0.052% among 290,000;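 active = inhibition of at least 50% with at least 30 cells and total cytoplasm GFP at most 10,000,000; inconclusive = under 30 cells or total GFP of 10,000,000 plus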
# K1F lysis inhibition: protection from phage-mediated lysis, alamar blue read-out – E. coli UTI89, K1F phage, bacterial capsule biogenesis inhibitors (AID 488966); one-dose inhibition, % at 100 µM; IC50 in µM for titrated hits; hit rate 0.02% among 340,000; E. coli UTI89 K1F phage lysis, alamar blue, 2 h; higher % means a stronger effect;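 active = phage lysis inhibition, versus mean bacterial control, above a set limit; inconclusive = no clear call, values can overlap the other calls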;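 also: capsule biogenesis inhibitors block K1F phage lysis so surviving cells raise fluorescence; higher fluorescence means more inhibition of phage lysis; actives were called in the ten point dose series up to 300 µM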
# SIAH1 antagonists: blockers of Siah-1 interaction with plectin peptide – biochemical, fluorescence polarization, rhodamine-plectin, uHTS, primary screen (AID 1817); Siah-1 / rhodamine-plectin peptide fluorescence polarization; higher % means a stronger effect; displacement, % at 20 µM, or IC50 in µM where a hit was titrated; hit rate 0.02% among 290,000;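 active = displacement of at least 50% at 20 µM, with a fluorescence ratio check between 0.3 and a set limit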;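 also: plate controls were Siah plus tracer with DMSO for no effect and tracer alone without Siah for full effect; strong numbers were not always called active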
# NTR1 agonist cell count 20 µM: second read-out of NTR1 agonist, no call of its own (marks repeat the call); cell count; measured here: cell count, cytotoxicity flag
# NS5 inhibitors pilot replicate: also measured in NS5 inhibitors; calls as there; inhibition, %; measured here: pilot screen replicate inhibition
# Numbers without * were called inactive; u = inconclusive; x = not tested or not shown; [ ] = remark or other dose.
SMILES,NS5 inhibitors,AID2073,GPR55 activation,NTR1 agonist,NTR1 agonist cell count 20 µM,HIV peptide binding,GPR55 antagonists,GPR35 arrestin U2OS,K1F lysis inhibition,SIAH1 antagonists,others
O=C(CN1CCN(C(=O)c2ccco2)CC1)Nc1ccccc1,2%,7%,-0.1%,1.4,54,1.9%,2%,0%,0.2%,-2%,
CCN(CC)S(=O)(=O)c1ccc(/C=C/C(=O)Nc2cccc(F)c2)cc1,-5%,3%,-0.3%,6.3,73,0.1%,10%,10%,0.2%,-4%,
COC(=O)C1C(=O)/C(=C(/C)N2CCCC2)C(=O)CC1(C)C (stereo unspecified),-3%,-2%,-0.1%,2.6,84,-0.6%,6%,6%,0.9%,-3%,
CCCn1cc(S(=O)(=O)CC(=O)Nc2ccc(OC)cc2OC)c2ccccc21,-1%,-2%,-0.2%,-0.7,40,0.4%,-4%,-4%,0.0%,4%,
Nn1c(SCc2ccccc2)nnc1-c1ccco1,1%,10%,0.3%,-0.9,61,1.6%,4%,-8%,-0.9%,5%,
NS(=O)(=O)c1ccc(NC(=S)NCc2ccco2)cc1,-5%,-28%,-0.2%,1.4,49,0.5%,11%,8%,0.4%,4%,
COc1ccc(CN(CC(=O)NC2CCCC2)C(=O)c2csnn2)cc1,-4%,19%,0.1%,-1.6,51,0.9%,-11%,-2%,-0.4%,3%,
NC(=O)NC(=O)C[n+]1cccc(/C=N/O)c1,6%,3%,-0.2%,2.1,79,1.7%,-2%,3%,0.2%,5%,
C=CCn1c2ccccc2c2nnc(SCC(=O)O)nc21,-8%,4%,-0.4%,0.0,51,0.7%,7%,-7%,0.0%,-1%,
O=C(Nc1ccccc1)C1=C(N2CCOCC2)/C(=C/c2cccnc2)CC1,-2%,2%,-0.1%,1.9,46,0.4%,26%,-16%,0.8%,2%,
COc1ccc(CCNC(=O)CCCCCNc2nc(=S)[nH]c3ccccc23)cc1OC,1%,-52%,0.2%,-0.8,71,-2.2%,-11%,-10%,0.5%[50 µM],-6%,
C/C(CC(=O)Nc1cccc(Cl)c1Cl)=N\NC(=O)C(=O)NC1CCCCC1,3%,7%,-0.2%,0.1,46,0.9%,-1%,-4%,0.6%,0%,
Cc1ccc(Sc2cnc(N)nc2C)cc1,1%,1%,-0.4%,0.6,51,0.5%,11%,-2%,-1.2%,10%,
CCOC(=O)/C(=C/c1c[nH]c2ccccc12)NC(C)=O,-1%,-2%,0.1%,-4.1,68,1.3%,16%,6%,2.4%,7%,
Cc1cc(-n2cccn2)ccc1CN1CCN(C2CCCC2)C(CCO)C1 (stereo unspecified),0%,9%,1.3%,-0.2,67,0.2%,12%,0%,0.3%,-4%,
Cc1ccccc1NC(=O)c1sc2nc3c(c(-c4ccco4)c2c1N)CCCC3,-2%,13%,0.1%,14,64,7.7%,6%,-12%,-0.3%,3%,
Cc1ccc(-c2nnn(CC(=O)N(CC(=O)NC3CCCC3)c3ccc(F)cc3)n2)o1,0%,7%,0.7%,-1.7,46,0.1%,0%,8%,-0.1%,1%,
CCCc1nnc(NC(=O)C23CC4CC(CC(C4)C2)C3)s1,-6%,6%,-0.1%,32,84,0.8%,5%,-5%,-0.2%[50 µM],1%,
c1ccc(-n2c(-c3ccncc3)nnc2-c2ccco2)cc1,8%,13%,0.6%,-1.7,91,0.9%,6%,-2%,0.2%,5%,NS5 inhibitors pilot replicate=-11
COc1ccc(N2CCN(C(=O)c3nn(C)c4c3CS(=O)(=O)c3ccccc3-4)CC2)cc1,-17%,-5%,-0.1%,2.1,76,-1.6%,8%,12%,0.3%,0%,

# 3 entries from above, arranged by length of the SMILES, smallest number first.
SMILES,NS5 inhibitors,AID2073,GPR55 activation,NTR1 agonist,NTR1 agonist cell count 20 µM,HIV peptide binding,GPR55 antagonists,GPR35 arrestin U2OS,K1F lysis inhibition,SIAH1 antagonists,others
Cc1ccccc1NC(=O)c1sc2nc3c(c(-c4ccco4)c2c1N)CCCC3,-2%,13%,0.1%,14,64,7.7%,6%,-12%,-0.3%,3%,
CCN(CC)S(=O)(=O)c1ccc(/C=C/C(=O)Nc2cccc(F)c2)cc1,-5%,3%,-0.3%,6.3,73,0.1%,10%,10%,0.2%,-4%,
C/C(CC(=O)Nc1cccc(Cl)c1Cl)=N\NC(=O)C(=O)NC1CCCCC1,3%,7%,-0.2%,0.1,46,0.9%,-1%,-4%,0.6%,0%,

# (more compounds)
SMILES,NS5 inhibitors,AID2073,GPR55 activation,NTR1 agonist,NTR1 agonist cell count 20 µM,HIV peptide binding,GPR55 antagonists,GPR35 arrestin U2OS,K1F lysis inhibition,SIAH1 antagonists,others
COc1ccc(-c2coc3cc(OC(=O)N4CCOCC4)ccc3c2=O)cc1,-3%,-1%,0.0%,-0.3,40,-1.0%,-10%,-8%,1.1%,9%,
Cc1ccc(OCCCc2c(C)n[nH]c2C)cc1,-5%,4%,0.8%,-1.2,29,-0.1%,-8%,-2%,0.6%,-4%,
O=C1NC(c2ccccc2)C(C(=O)c2cccs2)C(O)(C(F)(F)F)N1 (stereo unspecified),8%,1%,-0.3%,0.3,43,-0.3%,-4%,-1%,-0.5%,-4%,
Cc1cc2ncn(-c3nnnn3-c3ccccc3)c2cc1C,2%,-1%,x,0.3,100,1.4%,6%,-3%,-0.5%,1%,
CC(C(=O)NCc1ccc2c(c1)OCO2)N1c2cccc3cccc(c23)S1(=O)=O (stereo unspecified),-6%,1%,0.5%,-1.2,82,-1.2%,-9%,4%,-0.1%,0%,
Cc1nn(C(C)C(=O)NCCC2=CCCCC2)c(=O)c2nn(-c3ccccc3)c(C)c12 (stereo unspecified),-7%,7%,0.0%,1.1,60,-0.4%,81%,-3%,0.0%,-4%,
CCCn1c(N)c(C(=O)CN2CCN(S(=O)(=O)c3cccs3)CC2)c(=O)[nH]c1=O,-2%,5%,-0.2%,-2.0,69,-2.6%,27%,-4%,1.6%,-3%,
COc1cc(OC)c(NC(=O)C2CCCO2)cc1Cl (stereo unspecified),9%,3%,-0.1%,-1.0,67,-1.5%,5%,1%,-3.2%,7%,
Cc1ccc(NC(=O)CN2C(=O)/C(=C\c3cccs3)SC2=S)cc1,2%,-1%,-0.3%,-1.5,54,1.2%,15%,x,3.2%,-6%,
Cc1ccccc1NC(=O)Cc1nc(COC(=O)c2cc([N+](=O)[O-])ccc2N)cs1,-7%,u,-0.1%,3.8,53,3.4%,8%,-8%,0.8%[50 µM],8%,
COc1cccc(CN2CCNC(=O)C2CC(=O)N(C)CCc2ccccn2)c1 (stereo unspecified),-2%,6%,0.0%,0.2,94,1.8%,-5%,2%,-0.2%,8%,
COc1ccnc(Oc2ccccc2)n1,0%,2%,0.1%,3.0,45,-1.2%,-1%,-9%,1.6%[50 µM],-6%,
CCOC(=O)c1sc(=NC(=O)/C=C/c2ccccc2)n(C)c1C,-8%,4%,-0.2%,1.0,62,-0.1%,-7%,8%,-0.1%,7%,
O=C(COc1ccccc1[N+](=O)[O-])Nc1ccc(N2CCN(C(=O)c3cccs3)CC2)cc1,1%,14%,-0.1%,36,58,0.9%,-6%,1%,0.5%,6%,
COc1cc(NC(=O)C2CCCN2S(=O)(=O)c2ccc3c(c2)CCC(=O)N3)cc(OC)c1 (stereo unspecified),7%,-5%,-0.1%,-1.2,60,-1.8%,-1%,-19%,4.1%,-2%,
CC(C)N(C(=O)COC(=O)c1ccc(Cl)c(S(N)(=O)=O)c1)C(C)C,-4%,-5%,0.1%,0.8,63,-0.4%,-6%,2%,0.2%,-2%,
O=C(O)C1=C[C@@H](C2CC2)C[C@@H](OCc2ccc(CO)cc2)O1,3%,u,0.1%,0.2,53,3.1%,-2%,-13%,1.2%,4%,
O=c1c2ccccc2n(Cc2ccc(F)cc2)c(=O)n1C1CCCC1,-3%,-3%,-0.1%,2.6,66,-0.6%,20%,7%,0.1%,5%,
Cc1cc(C)n2cc(CSc3ccccn3)nc2n1,-6%,7%,0.1%,-1.5,89,0.3%,0%,-8%,0.0%,25%,
Cn1c(=O)oc2cc(S(=O)(=O)N3CCCC(C(=O)N4CCn5c4nc4ccccc45)C3)ccc21 (stereo unspecified),x,4%,-0.1%,x,x,-0.9%,0%,-7%,x,5%,

# Gathered by group: the entries above containing a halogen
SMILES,NS5 inhibitors,AID2073,GPR55 activation,NTR1 agonist,NTR1 agonist cell count 20 µM,HIV peptide binding,GPR55 antagonists,GPR35 arrestin U2OS,K1F lysis inhibition,SIAH1 antagonists,others
CCN(CC)S(=O)(=O)c1ccc(/C=C/C(=O)Nc2cccc(F)c2)cc1,-5%,3%,-0.3%,6.3,73,0.1%,10%,10%,0.2%,-4%,
C/C(CC(=O)Nc1cccc(Cl)c1Cl)=N\NC(=O)C(=O)NC1CCCCC1,3%,7%,-0.2%,0.1,46,0.9%,-1%,-4%,0.6%,0%,
Cc1ccc(-c2nnn(CC(=O)N(CC(=O)NC3CCCC3)c3ccc(F)cc3)n2)o1,0%,7%,0.7%,-1.7,46,0.1%,0%,8%,-0.1%,1%,
O=C1NC(c2ccccc2)C(C(=O)c2cccs2)C(O)(C(F)(F)F)N1 (stereo unspecified),8%,1%,-0.3%,0.3,43,-0.3%,-4%,-1%,-0.5%,-4%,
COc1cc(OC)c(NC(=O)C2CCCO2)cc1Cl (stereo unspecified),9%,3%,-0.1%,-1.0,67,-1.5%,5%,1%,-3.2%,7%,
CC(C)N(C(=O)COC(=O)c1ccc(Cl)c(S(N)(=O)=O)c1)C(C)C,-4%,-5%,0.1%,0.8,63,-0.4%,-6%,2%,0.2%,-2%,
O=c1c2ccccc2n(Cc2ccc(F)cc2)c(=O)n1C1CCCC1,-3%,-3%,-0.1%,2.6,66,-0.6%,20%,7%,0.1%,5%,

# Screening data: PubChem, several laboratories
